CHX counter: Cycloheximide Counterscreen for Small Molecule Inhibitors of Shiga Toxin | hit rate 12% among 300,000 | cell reporter, cycloheximide protein synthesis inhibition counterscreen | max response, % | AID 2314, 2010; in the data active = max response mostly above about 13%, no sharp cut-off; inactive = mostly below about 14%; also: read at 38.3 µM for the half of the compounds with a filed dose; 0% is about no effect
Pf growth 48h: Primary qHTS for delayed death inhibitors of the malarial parasite plastid, 48 hour incubation; hit rate 5.9% among 310,000; P. falciparum luciferase growth in erythrocytes, 48 h; Potency, µM (titrated, usually from 28.7 µM), without a hit: at the top dose activity change, negative = inhibition, actives largely listed as inhibitors; also: potency is read from the fitted curve at half-maximal effect; % is scaled to controls: 0 for no effect and ±100 for the full control effect
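Luciferase-expressing P. falciparum in infected erythrocytes (2% hematocrit, 0.1% parasitemia final) in RPMI 1640/0.5% Albumax were exposed to compound for 48 hours at 37 C, 5% CO2; growth read as luminescence.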
Pf growth 96h: Primary qHTS for delayed death inhibitors of the malarial parasite plastid, 96 hour incubation; P. falciparum luciferase reporter growth, 96 h; Potency, µM (top dose mostly 28.7 µM), for the others: top-dose activity change, negative = inhibition, hits mostly inhibitors; hit rate 6.9% among 320,000; also: potency is read from the fitted curve at half-maximal effect; % is scaled to controls: 0 for no effect and ±100 for the full control effect
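Luminescence readout: decreased luciferase signal marks inhibited growth of reporter-expressing P. falciparum in infected red cells (2% hematocrit, 0.05% parasitemia final), exposed to compound two generations (96 h, 37 C, 5% CO2).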
TbPYK inhibitor: qHTS of Trypanosoma Brucei Inhibitors; Potency, µM (doses to about 76.8 µM), for inactives: at the top dose activity, negative = inhibition, most hits filed as inhibitors; hit rate 0.12% among 410,000; TbPYK enzyme, Kinase-Glo Plus ATP luminescence, 45 min; AID 624173, 2012; pyruvate kinase (Trypanosoma brucei), Q57TT1; also: potency is read from the fitted curve at half-maximal effect; % is scaled to controls: 0 for no effect and ±100 for the full control effect; nearly all actives have a fitted effect of over 50% in size
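TbPYK + substrate in 50 mM TEA pH 7.2, 100 mM KCl, 10 mM MgCl2, 0.05% BSA, 0.01% Tween-20; cpd pinned; ADP 130 uM final; 45 min RT; Kinase-Glo Plus 10 min; luminescence endpoint.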
Shiga toxin inh: A qHTS for Small Molecule Inhibitors of Shiga Toxin; Vero cells, Shiga toxin protein synthesis inhibition reporter; inhibition, % at 38.7 µM; hit rate 9.2% among 290,000; AID 2315, 2010; in the data active = inhibition mostly above about 28%, no sharp cut-off; inactive = mostly below about 43%; also: 0% is about no effect
HCV inh: qHTS Assay for Inhibitors of Hepatitis C Virus (HCV); Huh7.5.1 HCVcc-Cre infection, luciferase reporter, 44 h; Potency, µM (doses to about 41.8 µM), inactives show at the highest dose activity change, negative = inhibition, usual class: inhibitors; hit rate 3.4% among 340,000; also: potency is read from the fitted curve at half-maximal effect; % is scaled to controls: 0 for no effect and ±100 for the full control effect
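Antiviral activity was scored by luciferase reporter output from cells infected with HCVcc-Cre (~0.5 moi) in presence of compound, 44 h infection period, cells seeded 1,000/well 4 h prior.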
LmPK inh: qHTS Assay for Inhibitors of Leishmania Mexicana Pyruvate Kinase (LmPK); purified LmPK, Kinase-Glo ATP luminescence, 1 h; Potency, µM (highest dose often 57.5 µM), inactives show at the top dose activity change, negative = inhibition, most hits filed as inhibitors; hit rate 0.37% among 290,000; also: potency is read from the fitted curve at half-maximal effect; % is scaled to controls: 0 for no effect and ±100 for the full control effect
Target sequence (Q27686 whole entry, looked up): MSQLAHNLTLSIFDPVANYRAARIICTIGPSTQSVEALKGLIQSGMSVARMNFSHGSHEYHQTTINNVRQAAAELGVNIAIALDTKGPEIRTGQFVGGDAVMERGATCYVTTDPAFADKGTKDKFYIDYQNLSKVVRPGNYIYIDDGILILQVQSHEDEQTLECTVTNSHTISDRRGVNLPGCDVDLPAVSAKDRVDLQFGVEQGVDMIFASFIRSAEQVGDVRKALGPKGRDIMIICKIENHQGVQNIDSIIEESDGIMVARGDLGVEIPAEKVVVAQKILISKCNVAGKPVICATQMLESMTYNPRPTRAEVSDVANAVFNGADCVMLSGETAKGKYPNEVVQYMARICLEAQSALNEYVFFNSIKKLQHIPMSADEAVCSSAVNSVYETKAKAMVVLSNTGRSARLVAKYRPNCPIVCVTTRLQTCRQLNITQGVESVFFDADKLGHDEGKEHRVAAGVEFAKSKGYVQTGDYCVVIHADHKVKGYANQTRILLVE
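Pyruvate kinase activity monitored as ATP production (luciferase luminescence). Conditions: 0.1 nM enzyme, 0.5 mM PEP, 0.1 mM ADP, 1 h, RT; normalized against uninhibited and no-enzyme wells.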
Active calls of the source: *; i = inactive; ? = inconclusive; · = not tested or not shown; & = joins results of further samples; [ ] = another dose, or the depositor's remark. Unless noted, calls follow the shape of the dose curve; as a rule, active = well fitted curve in the direction sought with a large enough effect; inconclusive = small, poorly fitted or top-dose-only effect, or another doubt; inactive = no such curve, though single readings can be large; an effect the other way counts as inactive or inconclusive.

SMILES | CHX counter | Pf growth 48h | Pf growth 96h | TbPYK inhibitor | Shiga toxin inh | HCV inh | LmPK inh
CN=C1SC(C(=O)O)CC(=O)N1C (configuration not stated) | -5.5 | 17.4% | 2.4% | -12.7% | -16.1 | 9.2% | -4.1%
CCOC(=O)N/N=C/C=C/c1ccccc1 | 61.3* | 73.4%[activator] | ? | 6.1% | 60.3* | 0.9% | -2.4%
Cc1ccc(S(=O)(=O)N2CCN(CC(=O)N3CCOCC3)CC2)cc1 | -2.1 | ? | -4.2% | -4.1% | -9.1 | 7.8%[8.37 µM] | -0.4%
CCN(C(=O)COc1cccnc1[N+](=O)[O-])C1CCS(=O)(=O)C1 (configuration not stated) | -3.0 | 3.9% | 2.1% | -1.4% | -6.5 | ? | 0.8%
Cc1ccc(-c2nc(CSCC(=O)N3CCOCC3)c(C)o2)cc1 | 32.9 | ? | · | 2.1% | 72.6* | -25.1% | -0.9%
O=C(O)C1CCN(C(=O)c2ccc3c(c2)OCO3)CC1 | 0.9 | 74.3%[activator] | 9.2% | -3.9% | 5.7 | 12.5% | -1.2%
Cn1ncc2c(Nc3cc(Cl)cc(Cl)c3)ncnc21 | -3.2 | -23.3% | -25.8% | 0.0% | 0.9 | -7.3% | 5.3%
O=C(c1ccncc1)c1ccc(Br)cc1 | -2.7 | 8.3% | 27.6% | 0.9% | 13.1 | 3.3% | -1.4%
Cc1cccc(C(=O)O/N=C(\c2ccccc2)c2cccnc2)c1 | 3.3 | -19.0% | 15.6% | 6.3% | -5.6 | 2.0% | 2.6%
O=C1c2ccccc2C(Nc2ccc3c(c2)OCO3)N1Cc1ccco1 (configuration not stated) | 10.2 | -12.9% | ? | ? | 21.2* | -16.8% | 2.8%
Cc1ccc(O)c(C(=O)c2cnc3c(c2)c(-c2ccc(F)cc2)c(C#N)c(=O)n3C)c1 | 6.6 | ? | ? | 3.3% | 22.6 | ? | -0.3%
COc1ccc2oc(=N)c(C(=O)NCc3ccccc3)cc2c1 | -1.1 | 1.6% | -1.0% | 2.3% | -5.1 | 5.6% | 1.1%
COCCCN(C(=O)CSCc1ccc(C)cc1)c1c(N)n(Cc2ccccc2)c(=O)[nH]c1=O | · | 0.0% | -14.0% | -2.4% | · | 8.2% | ·
Cc1ccc(SCCC(=O)Nc2ccccc2C(=O)NC2CCCCC2)cc1 | 3.2 | ? | 27.3% | 4.3% | -8.5 | -12.1% | 5.4%
CCOC(=O)c1ccc(NC(=S)N(CCCN2CCN(C)CC2)Cc2cccs2)cc1 | -2.3 | ? | 44.6%[activator] | 0.3% | -6.3 | ? | 1.4%
COc1ccc(Nc2nc(N3CCCC3)nc(N3CCCC3)n2)c(OC)c1 | -2.8 | · | 38.0%[activator] | 6.9% | -6.1 | 10µM* | 7.0%
Cc1ccc(OCc2ccc(C(=O)N3CCCC3)o2)cc1C | 34.3* | ? | -4.4% | -3.7% | 75.8* | -14.2% | 1.9%
O=C(N/N=C/c1ccccc1O)c1ccncc1 | · | 9.28µM* | 11.7µM* | 3.8%&-14.7% | · | ? | ·
Cc1cc(N2CCOCC2)nc2ccc(NC(=S)N3CCCCC3C)cc12 (configuration not stated) | 31.0* | ? | ? | -13.4% | 19.4 | ? | 3.0%[11.5 µM]
CN(C(=S)NC(=O)c1ccc(F)cc1)C1CCCCC1 | 19.3* | ? | ? | -5.3% | 29.1 | 6.6% | -0.4%
Cc1ccc(C(c2nnnn2C(C)(C)C)N(Cc2ccco2)Cc2cccs2)cc1 (configuration not stated) | 17.0 | 13.1µM* | · | -7.1% | 34.2 | ? | -9.9%
O=C(COC(=O)CCOc1ccccc1)NCCc1ccccc1 | · | 5.9% | 73.5% | -9.9% | · | 11.6% | ·
COc1ccc2c(c1)CCc1c(C(=O)N3CCOCC3)noc1-2 | 31.1* | 126.7%[activator] | · | -8.7% | 74.0* | -7.8% | -2.0%
CCOc1ccc(N(CC(=O)Nc2ccccc2C(=O)N2CCOCC2)S(=O)(=O)c2ccc(F)cc2)cc1 | -5.6 | -13.5% | 103.4%[activator] | 0.9% | -14.5 | 14.1% | 0.7%
Cc1ccc(NC(=O)COC(=O)CCc2nc3ccccc3n2-c2ccccc2)c(C)c1 | -0.8 | 14.0% | 21.0% | 24.1% | -10.2 | 1.3% | -2.8%

Next part; it opens with the four that closed the last part.
SMILES | CHX counter | Pf growth 48h | Pf growth 96h | TbPYK inhibitor | Shiga toxin inh | HCV inh | LmPK inh
O=C(COC(=O)CCOc1ccccc1)NCCc1ccccc1 | · | 5.9% | 73.5% | -9.9% | · | 11.6% | ·
COc1ccc2c(c1)CCc1c(C(=O)N3CCOCC3)noc1-2 | 31.1* | 126.7%[activator] | · | -8.7% | 74.0* | -7.8% | -2.0%
CCOc1ccc(N(CC(=O)Nc2ccccc2C(=O)N2CCOCC2)S(=O)(=O)c2ccc(F)cc2)cc1 | -5.6 | -13.5% | 103.4%[activator] | 0.9% | -14.5 | 14.1% | 0.7%
Cc1ccc(NC(=O)COC(=O)CCc2nc3ccccc3n2-c2ccccc2)c(C)c1 | -0.8 | 14.0% | 21.0% | 24.1% | -10.2 | 1.3% | -2.8%
CCOc1ccccc1/C=C/C(=O)NCC(=O)N1CCC(N(C)C2CCCCC2C)CC1 (configuration not stated) | -1.2 | ? | 22.8% | -1.7% | -9.8 | ? | 4.2%
Cn1cccc1/C=N/NC(=O)CSc1nc2ccccc2[nH]1 | 20.3* | 30.3%[activator] | 10.0% | -1.9% | 22.0 | -20.8% | 0.2%
COc1ccc(C(=O)OCC(=O)Nc2ccc3[nH]c(=O)[nH]c3c2)cc1 | · | 2.8% | 64.2%[activator] | -10.0% | · | 26.6% | ·
CCc1ccccc1N(C(=O)c1cccs1)C1C=CS(=O)(=O)C1 (configuration not stated) | -3.3 | ? | ? | 0.7% | 2.1 | 9.0% | -4.7%
CCC(C(=O)NC1CCCC1)N(C(=O)Cn1nnc(-c2ccc(C)o2)n1)c1ccc(OC)c(OC)c1 (configuration not stated) | -5.7 | 10.4µM* | -18.7% | 0.4% | -7.4 | 10.2% | -0.4%
COc1cccc(C(=O)O/N=C(\N)c2ccc([N+](=O)[O-])cc2)c1OC | 75.1* | 65.0%[activator] | ? | 9.6% | 75.6* | ? | 0.4%
CN(Cc1ccccc1)c1nc2c(c(=O)[nH]c(=O)n2C)n1C | -2.7 | 0.2% | 1.0% | -8.9% | -1.4 | 5.0% | -0.1%
Cc1ccccc1NC(=O)CCCn1nc(C)c2c(C)n(-c3ccccc3)nc2c1=O | 8.7 | -12.4% | ? | 0.0% | -1.2 | 2.8% | -13.3%
COc1cccc(OCc2ccc(Cl)cc2)c1C#N | 44.3* | 19.5% | i | 8.4% | 80.5* | ? | -27.3%
OCCN1CCN(c2cc(C(F)(F)F)nc3ccccc23)CC1 | -2.5 | 11.7µM* | -2.6% | -5.4% | -4.0 | -6.1% | -0.2%
CCN(CC)C(=O)c1sc(NC(=O)c2cccnc2)c(C(=O)OC)c1C | -1.3 | 0.5% | 2.94µM* | 1.3% | -6.4 | -25.3% | 0.0%
Cc1ccc(NC(=S)NNC(=S)Nc2ccc(C)cc2C)cc1 | -1.3 | 33.9%[activator] | 117.8%[activator] | -10.9% | -9.2 | -20.9% | 0.2%
COc1ccc(N2CCN(C(=O)C(CCSC)N=C3NS(=O)(=O)c4ccccc43)CC2)cc1 (configuration not stated) | 7.9 | -20.4% | · | -6.6% | 19.2 | -24.9%&1.1% | 2.3%
COc1ccccc1CN1C(=O)[C@@H]2C(CC(N)=O)NC3(C(=O)Nc4c3ccc(Cl)c4C)[C@@H]2C1=O (some centres not stated) | -5.4 | -19.6% | -0.5%[5.75 µM] | -0.7% | -18.3 | 23.4% | 5.4%
O=C(/C=C/NCc1cccnc1)c1ccc(-c2ccccc2)cc1 | 33.4* | 22.4% | 0.0% | -5.0% | 90.5* | 8.8% | -5.4%
O=C(CCN1CCN(CCO)CC1)Nc1ccc(OCc2ccccc2)cc1 | 2.2 | ? | ? | 7.9% | 1.3 | ? | -1.0%
Cc1ccccc1C(=O)Nc1ccc(C(=O)N/N=C/c2ccc(O)cc2)cc1 | -5.4 | 17.3% | 22.9% | 3.5% | -8.4 | ? | -2.9%
CC(C)(C)OC(=O)N1CCC[C@H]1c1nnc(SCc2ccc(Cl)cc2Cl)o1 | -2.6 | ? | · | -3.9% | 30.0 | ? | 7.1%
CCC(=O)NC(=S)Nc1ccc(NC(=O)COc2ccccc2)cc1 | 13.9 | -14.6% | 55.3%[activator] | -8.3% | 23.9 | ? | 2.6%
Cn1c(=O)c2c(ncn2CC(=O)N(Cc2ccccc2)c2ccccn2)n(C)c1=O | -1.2 | 3.9% | 432.3%[activator] | 0.6% | -2.2 | -23.5% | 2.2%
Cc1ccsc1C(=O)NCc1ccccc1Cl | 13.1 | -27.6% | -13.6% | -0.4% | 21.6 | 9.9% | 7.7%
C1CCN=C(Nc2nc3c(s2)CCCC3)CC1 | 38.5* | 80.1%[activator] | ? | 4.4% | 120.3* | -17.7% | -6.6%
CC(=O)/C(C=Nc1noc(C)c1Br)=C(\C)O | -1.0 | 1.5% | 1.7% | 10.0% | -14.5 | 31.6%[activator] | -5.7%
CCOCCCNC(=S)N1CCCC(c2nc3ccc(C)cc3[nH]2)C1 (configuration not stated) | -3.9 | -1.5% | 18.8% | -5.4% | 40.2 | -8.4% | 6.1%
Cc1cc(C)n(CC(=O)NC2CCCc3c2cnn3-c2ccccc2F)n1 (configuration not stated) | 2.5 | 5.1% | ? | 0.0% | 0.5 | -16.7% | -6.8%
SMILES | CHX counter | Pf growth 48h | Pf growth 96h | TbPYK inhibitor | Shiga toxin inh | HCV inh | LmPK inh
COC(=O)Cn1cc(S(=O)(=O)NCc2ccc(C)cc2)c2cc([N+](=O)[O-])ccc21 | 7.4 | 23.9% | ? | 0.6% | 36.5 | 18.5% | 1.9%
COc1ccc(Nc2nc(N)c([N+](=O)[O-])c(NCc3ccccc3)n2)cc1 | 7.9 | ? | ? | 3.9% | -9.9 | ? | 2.9%
O=C(COC(=O)c1ccncc1)Nc1cc(S(=O)(=O)N2CCOCC2)ccc1Cl | · | -13.7% | ? | -10.4% | · | -1.0% | ·
Cc1ccc(Nc2nc(-c3ccncc3)cs2)cc1 | 47.4* | 403.0%[activator] | 2.4% | -2.2% | 119.4* | ? | -5.5%
Cc1cc(C2(c3ccc(O)c(C)c3)OC(=O)c3ccccc32)ccc1O | -5.8 | -28.1% | 1.3% | 2.5% | -18.4 | 25.0% | 11.0%
C=CCOn1c(=O)c(C)[n+]([O-])c2ccccc21 | -1.6 | 8.8% | 101.3%[activator] | 2.1% | -2.0 | -2.4% | -2.3%
Cc1noc(C)c1S(=O)(=O)Nc1cccc(CO)c1 | 0.3 | 21.0% | 27.8% | 3.7% | 45.4* | 8.1% | -0.6%

Screening results from PubChem BioAssay.
